T cell modulator: T cell immune modulators affecting CD8 T cell-vesicle binding; AID 2052; 0.068% of 330,000 active; calls only at 7 µM; 2C CD8+ T cell-vesicle binding, flow cytometry; hits give low values;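 active means response, share of CD8 T cells binding vesicles, and their 90th percentile fluorescence all below set limits, cut at about 80% in these data, passing the limit was not always enough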
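Assay system – 2C mouse CD8+ T cells · Also added – QL9-loaded Drosophila micro-vesicles · Timing – Cell–vesicle co-incubation 1.5 h at 37 °C, staining 20 min on ice · Signal – flow cytometry of vesicle-bound cells · Measure – percent CD8+ FL2 mean versus row control · Controls – Peptide-free naked vesicles (low) and QL9 vesicles with 0.7% DMSO vehicle (high)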
NS5 inhibitors: Dengue-2 NS5 methyltransferase inhibitors, primary screen, biochemical, confirmation dose response (AID 588689); Dengue-2 NS5 methyltransferase capping enzyme assay, biochemical; higher % means a stronger effect; one-dose inhibition, % at 25 µM; IC50 in µM for titrated hits; 0.3% of 340,000 active; in the data active means a potency from the dose series; inconclusive means inhibition above about 29% without an active follow-up result
NTR1 agonist: agonists of NTR1, primary screen, imaging, U2OS cells, beta-arrestin-GFP, high content (AID 493036). 0.17% of 330,000 active. NTR1-U2OS beta-arrestin-GFP spot imaging, agonist mode. activation, % at 20 µM. P30989;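 active means activation at or above 40% of the spot to cytoplasm intensity ratio, with at least 20 cells analyzed; inconclusive means wells under 20 cells, flagged as cytotoxic or low count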;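 further: 0% = DMSO without peptide and 100% = 100 nM NTR1 peptide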
Target sequence (P30989 whole entry, looked up): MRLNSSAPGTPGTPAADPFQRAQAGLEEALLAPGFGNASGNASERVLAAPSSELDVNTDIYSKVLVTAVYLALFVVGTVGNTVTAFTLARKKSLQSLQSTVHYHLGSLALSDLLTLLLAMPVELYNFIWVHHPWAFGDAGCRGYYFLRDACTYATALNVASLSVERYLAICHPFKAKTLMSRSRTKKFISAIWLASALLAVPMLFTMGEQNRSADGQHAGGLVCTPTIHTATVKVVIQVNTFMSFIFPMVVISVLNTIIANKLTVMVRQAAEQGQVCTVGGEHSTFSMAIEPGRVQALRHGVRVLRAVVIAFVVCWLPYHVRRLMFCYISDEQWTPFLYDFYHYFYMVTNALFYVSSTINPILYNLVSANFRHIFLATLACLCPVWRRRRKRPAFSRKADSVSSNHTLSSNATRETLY
PhoP inhibition: PhoP-dependent GFP reporter repression – Salmonella Typhimurium, primary screen (AID 1863); S. Typhimurium PhoP-regulated promoter GFP reporter, 4 h; higher % means a stronger effect; 0.16% of 300,000 active; one-dose inhibition, % at 50 µM; IC50 in µM for titrated hits;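 active means inhibition over 29.93%, a cutoff 3 SD above the screen mean, later confirmed by dose response; inconclusive means inhibition over 29.93% but no dose response follow-up; inactive means inhibition at most 29.93% or unconfirmed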;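 further: 0% = low Mg2+ inducing control and 100% = high Mg2+ repressing control; strong numbers were not always called active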
MgcRacGAP inhibition: MgcRacGAP GTPase-activating activity inhibitors, confirmation, biochemical, ADP Hunter fluorescence. inhibition, % at 30 µM; hits with a dose series show IC50 in µM. MgcRacGAP-stimulated Rac1 GTP hydrolysis, ADP Hunter fluorescence; higher % means a stronger effect; GST-tagged Rac1 F28L mutant substrate. 0.6% of 340,000 active. AID 624330;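 active means first-screen hits whose inhibition reached a set limit at any dose in the follow-up dose series; inconclusive means inhibition above the set first-screen limit but never retested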;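 further: fluorescence reports GDP produced by GAP-driven GTP hydrolysis; strong numbers were not always called active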
SV40 large T antigen: TAg ATPase/helicase activity blockers – biochemical (AID 1903) | SV40 large T antigen ATPase/helicase inhibition assay; higher % means a stronger effect | inhibition, % at 20 µM; hits with a dose series show IC50 in µM | 0.39% of 310,000 active; in the data active means a potency from the dose series; inconclusive means inhibition mostly from about 32% at the one dose, without a potency; inactive means the rest, 99 in 100 with inhibition below about 32%; further: strong numbers were not always called active
UTI89 phage lysis: protection from phage-mediated lysis, alamar blue read-out – E. coli UTI89, K1F phage, bacterial capsule biogenesis inhibitors (AID 488966); E. coli UTI89 K1F phage lysis, alamar blue, 2 h; higher % means a stronger effect; one-dose inhibition, % at 100 µM; IC50 in µM for titrated hits; 0.02% of 340,000 active;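 active means phage lysis inhibition, versus mean bacterial control, above a set limit; inconclusive means no clear call, values can overlap the other calls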;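 further: capsule biogenesis inhibitors block K1F phage lysis so surviving cells raise fluorescence; higher fluorescence means more inhibition of phage lysis; actives were called in the ten point dose series up to 300 µM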
RSV CPE inhibition: inhibition of RSV-induced cytopathic effect – HEp-2 cells, primary 10 µM value included (AID 2391) | HEp-2 cells, RSV-induced CPE inhibition; higher % means a stronger effect | CPE inhibition, % at 10 µM; hits with a dose series show IC50 in µM | 0.13% of 310,000 active; in the data active means a potency from the dose series; inconclusive means CPE inhibition mostly from about 23% at the one dose, without a potency; inactive means the rest, 99 in 100 with CPE inhibition below about 21%; further: strong numbers were not always called active
West Nile antiviral: inhibition of WNV-induced cytopathic effect – cell-based, CPE readout (AID 1621); 0.02% of 290,000 active; CPE inhibition, % at 10 µM; hits with a dose series show IC50 in µM; West Nile virus-infected cells, CPE inhibition; higher % means a stronger effect; in the data active means a potency from the dose series; inconclusive means CPE inhibition mostly from about 3.7% at the one dose, without a potency; inactive means the rest, 99 in 100 with CPE inhibition below about 2.2%; further: strong numbers were not always called active
T cell modulator vesicle-bound %: further read-out of T cell modulator, marked with its call; double positive events, %; measured here: CD8+ vesicle-bound cell fraction;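 binding gate set so that unloaded-vesicle control wells show 10% double positive cells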
NTR1 agonist cell count 20 µM: also measured in NTR1 agonist; calls as there; cell count; measured here: cell count, cytotoxicity flag
NS5 inhibitors pilot replicate: second read-out of NS5 inhibitors, no call of its own (marks repeat the call); inhibition, %; measured here: pilot screen replicate inhibition
Numbers without * were called inactive; i = inactive; ? = inconclusive; / = not tested or not shown; [ ] = another dose, or the depositor's remark.

SMILES	T cell modulator	T cell modulator vesicle-bound %	NS5 inhibitors	NTR1 agonist	NTR1 agonist cell count 20 µM	PhoP inhibition	MgcRacGAP inhibition	SV40 large T antigen	UTI89 phage lysis	RSV CPE inhibition	West Nile antiviral	others
Cc1nc2scc(-c3ccccc3)c2c(=O)o1	i	25	-2%	-0.1	72	-13%	5%	2%	0.2%	2.4%	-0.2%
O=C(Nc1cccc(C(=O)Nc2ccccc2F)c1)c1ccccc1	i	52	/	-0.9	64	3%	-10%	7%	0.6%	1.8%	-0.5%
CN1CCN(S(=O)(=O)c2ccc3c(c2)oc(=O)n3C)CC1	i	37	0%	-1.8	77	-12%	5%	17%	0.6%[50 µM]	1.4%	-0.5%
Cc1scc(-c2n[nH]c(=S)n2Cc2ccccc2)c1C	i	30	-5%	0.0	44	16%	4%	6%	7.0%	0.8%	0.3%
CC1(C)Cc2nc(NC3CCCCC3)c(C#N)cc2CO1	i	28	-1%	2.0	55	-3%	10%	5%	0.2%	3.2%	0.9%
NS(=O)(=O)c1ccc(CCNC(=O)CCCCCNc2nc(=S)[nH]c3ccccc23)cc1	i	47	/	-0.2	37	4%	/	34%	/	0.2%	0.2%
COc1ccc(/C=C(\NC(=O)c2ccccc2)C(=O)N2CCN(C)CC2)cc1OC	i	22	0%	0.5	50	-2%	5%	6%	0.1%	2.7%	-0.6%
CCOc1ccc(NC(=O)C2CCN(S(=O)(=O)c3ccc4c(c3)C(C)(C)C(=O)N4C)CC2)cc1	i	8	-1%	-1.7	62	/	10%	/	-1.4%	-0.1%	-0.7%
Cc1noc(C)c1C(=O)Nc1ccc2c(c1)CCC2	i	31	-2%	-0.1	58	-3%	1%	3%	6.1%	-0.6%	-0.3%
OCCCN1CCN(CCCOc2ccccc2-c2ccccc2)CC1	i	0	2%	3.9	71	14%	5%	-10%	0.4%[50 µM]	-0.9%	1.1%
CC(=O)COc1ccc2c(-c3ccccc3)cc(=O)oc2c1C	i	32	-4%	1.9	62	-1%	6%	4%	0.4%	2.7%	-0.1%	NS5 inhibitors pilot replicate=-0.3
O=C(NNC(=O)c1cc(F)c(F)cc1Cl)c1ccc(NS(=O)(=O)c2cccs2)cc1	i	28	-2%	-0.3	61	/	3%	/	0.0%[50 µM]	0.1%	/
CCN(CC)S(=O)(=O)c1cccc(C(=O)NNC(=O)C2=NN(c3ccccc3)C(=O)CC2)c1	i	22	-1%	2.8	61	-5%	8%	12%	0.4%	2.9%	0.0%
Cc1ccc(CNC(=O)CN2C(C)CCCC2C)cc1 (stereo not given)	i	23	-2%	0.6	53	-5%	4%	12%	-0.2%	-1.5%	-0.2%
Cc1cc(C)n(-c2cc(N3CCN(C(=O)c4cccc(F)c4)CC3)ccc2[N+](=O)[O-])n1	i	16	-1%	-4.3	85	-4%	6%	0%	-1.9%	0.1%	0.1%
O=C(Cc1ccccn1)Nc1ccccc1	i	47	10%	1.0	84	12%	-8%	-1%	-0.1%	0.4%	1.0%	NS5 inhibitors pilot replicate=3.9
CCc1ccc(CNC(=O)C2CCCN(c3nnc(C)c4c(C)n(-c5ccccc5)nc34)C2)cc1 (stereo not given)	i	41	-25%	20	65	-6%	8%	13%	-0.1%	?	0.5%
CC(C)C12CN3CC(C(C)C)(CN(C1)C3c1ccccc1O)C2=O (stereo not given)	i	9	-9%	7.3	62	0%	5%	9%	0.0%	12%	-0.6%
COCCN(C(=O)CSCC(=O)Nc1cccc(C)c1)c1c(N)n(Cc2ccccc2)c(=O)[nH]c1=O	i	51	4%	0.6	50	3%	11%	11%	1.0%[50 µM]	0.5%	/
CCN(CC)CCCNC(=O)CN1C(=O)CSc2ccc(S(=O)(=O)N3CCOCC3)cc21	i	54	-3%	1.3	70	4%	3%	16%	0.3%	-1.1%	0.1%
CCOC(=O)C1=NOC(CNC(=O)C2=NOC(CNC(=O)c3c(-c4ccccc4Cl)noc3C)C2)C1 (stereo not given)	i	20	-9%	0.4	36	-10%	-4%	15%	-0.1%	2.8%	0.4%
O=CNCc1nc2ccccc2n1CCCc1ccccc1	i	53	-5%	1.6	77	-7%	12%	10%	1.0%	0.0%	0.0%
COc1ccccc1CNC(=O)CSc1n[nH]c(N)n1	i	29	6%	0.3	38	-4%	-3%	0%	0.5%	0.8%	0.4%
Cc1ccc(C2(C)NC(=O)N(CC(=O)NNC(=O)c3ccoc3C)C2=O)cc1 (stereo not given)	i	23	7%	-0.9	68	-3%	4%	21%	0.7%[50 µM]	15%	/
COc1cccc(-c2cc(C(=O)NCC3CCCO3)c3cc(Br)cc(C)c3n2)c1 (stereo not given)	i	7	-8%	6.4	61	-5%	7%	15%	0.0%	7.9%	0.7%
O=c1c2c([nH]c3ccc(Br)cc13)CCCC2	i	21	-2%	1.8	51	/	11%	/	-0.2%	1.7%	1.1%
CC(C)CCSc1nnc(N)s1	i	27	-8%	0.9	39	3%	19%	0%	0.3%	/	0.2%
CC(C)Cc1cc(C(=O)NCCCN2CCOCC2)no1	i	49	-4%	-0.7	89	1%	-4%	-11%	0.2%	0.8%	/
CCC(C(=O)OCC(=O)Nc1cc(Cl)ccc1Cl)c1ccccc1 (stereo not given)	i	44	-4%	3.9	66	8%	7%	5%	3.6%	1.6%	0.8%
O=C(c1cc2c(=O)n3ccccc3nc2s1)N1CCN(c2cccc(Cl)c2)CC1	i	16	0%	12	49	8%	14%	0%	0.1%	17%	0.2%
COc1ccccc1NS(=O)(=O)c1ccc2ccccc2c1	i	14	-4%	1.3	67	1%	9%	4%	-0.1%	4.2%	0.0%
O=C(NCc1ccc2c(c1)OCO2)C1CCC(CNc2c(N3CCCCC3)c(=O)c2=O)CC1 (stereo not given)	i	33	-1%	0.0	96	3%	4%	7%	-0.7%	-0.2%	0.4%
O=C(NCc1cccs1)C1CCN(S(=O)(=O)c2ccccc2F)CC1	i	42	-5%	0.6	61	-2%	-5%	4%	0.2%	0.5%	1.2%
O=C(NCCc1ccc([N+](=O)[O-])cc1)c1ccccc1	i	24	2%	0.1	58	-1%	1%	10%	0.4%	1.2%	-0.2%
CCOc1ccccc1N1CC(C(=O)N(CC)CC(=O)Nc2ccc3c(c2)OCCO3)CC1=O (stereo not given)	i	30	-7%	1.0	60	0%	4%	7%	1.5%[50 µM]	-1.2%	/
COc1ccc(C(=O)NN)cc1COc1ccc(Br)cc1	i	46	-5%	-0.2	67	-4%	4%	12%	0.8%	-0.2%	0.3%
C#Cc1ccc([C@@H]2C=C(C(=O)NCc3ccccc3)O[C@H](OCC)[C@H]2CCCO)cc1	i	36	1%	0.8	80	6%	8%	16%	0.0%	4.9%	-0.1%
Cc1cc(C)c(S(=O)(=O)Nc2cccnc2)c(C)c1	i	34	-3%	-1.8	78	-2%	3%	4%	0.6%	-0.5%	0.2%	NS5 inhibitors pilot replicate=-1.7
COCCNC(=O)Nc1ccc2c(c1)N(C)C(=O)c1ccccc1S2	i	47	3%	1.3	62	-7%	2%	20%	1.5%	1.7%	-0.5%
O=C1C(C=NCc2cccnc2)=C(O)c2ccccc21	/	/	-2%	/	/	4%	-1%	9%	-0.1%	/	0.0%
O=S1(=O)CCN2N=C(C3CC3)SC2=N1	i	9	-5%	2.0	33	4%	1%	10%	-0.2%	1.7%	0.2%
Cc1ccccc1/C=N/N=C1/NC(=O)CCS1	i	26	2%	-0.7	60	8%	15%	21%	0.1%	73%	0.4%
O=C(O)c1ccc(CSc2nc3ccccc3[nH]2)cc1	i	61	3%	0.7	66	-7%	-11%	12%	-1.9%	0.2%	0.4%
O=C(CSc1nnnn1-c1ccccc1Cl)Nc1ccc2c(c1)OCCO2	i	42	12%	0.5	67	5%	8%	-2%	4.2%	2.3%	-0.7%

High-throughput results from PubChem BioAssay.
